# TEAD-YAP block: TEAD-YAP interaction inhibition. HEK-TIYL cells, TEAD-Gal4/YAP UAS-luciferase luminescence. inhibition, % at 9.12 µM. hit rate 1.4% among 640,000; in the data active means inhibition above about 32%;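 further: 0% = median of test compound wells and 100% = reference inhibitor wells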
# GPR151 ag: human GPR151 activation. activation, % at 11.2 µM. AID 1508602. hit rate 1% among 650,000. PathHunter beta-arrestin GPR151 cells, luminescence. Q8TDV0; in the data active means activation above about 4.9%;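 further: 0% = median of compound wells and 100% = cells with positive control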
# Target sequence (Q8TDV0 whole entry, looked up): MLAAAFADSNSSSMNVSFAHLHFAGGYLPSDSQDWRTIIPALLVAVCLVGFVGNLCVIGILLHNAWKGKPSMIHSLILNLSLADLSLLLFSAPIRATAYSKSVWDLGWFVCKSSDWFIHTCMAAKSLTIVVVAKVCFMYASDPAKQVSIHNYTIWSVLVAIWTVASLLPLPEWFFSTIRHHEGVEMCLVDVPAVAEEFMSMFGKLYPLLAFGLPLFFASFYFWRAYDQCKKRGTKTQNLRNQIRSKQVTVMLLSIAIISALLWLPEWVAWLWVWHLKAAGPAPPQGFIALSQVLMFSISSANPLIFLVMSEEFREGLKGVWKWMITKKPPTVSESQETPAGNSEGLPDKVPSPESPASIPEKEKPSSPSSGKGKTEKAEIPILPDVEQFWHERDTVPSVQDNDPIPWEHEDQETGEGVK
# FBW7 activator: activators of human E3 ligase FBW7; Q969H0; AlphaScreen FBW7–phospho-cyclin E peptide binding, activator screen; normalized activity (activation), % at 26.1 µM; hit rate 0.13% among 650,000; AID 1259310; in the data active means normalized activity above about 1.9%;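 further: purified mutant Fbw7 with reduced substrate affinity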
# MITF inh: inhibitors of human MITF. O75030. AlphaScreen MITF homodimerization, bead proximity signal. inhibition, % at 2.6 µM. hit rate 0.91% among 650,000. AID 1259374; in the data active means inhibition above about 50%;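 further: 0% = vehicle wells with protein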
# Target sequence (O75030 whole entry, looked up): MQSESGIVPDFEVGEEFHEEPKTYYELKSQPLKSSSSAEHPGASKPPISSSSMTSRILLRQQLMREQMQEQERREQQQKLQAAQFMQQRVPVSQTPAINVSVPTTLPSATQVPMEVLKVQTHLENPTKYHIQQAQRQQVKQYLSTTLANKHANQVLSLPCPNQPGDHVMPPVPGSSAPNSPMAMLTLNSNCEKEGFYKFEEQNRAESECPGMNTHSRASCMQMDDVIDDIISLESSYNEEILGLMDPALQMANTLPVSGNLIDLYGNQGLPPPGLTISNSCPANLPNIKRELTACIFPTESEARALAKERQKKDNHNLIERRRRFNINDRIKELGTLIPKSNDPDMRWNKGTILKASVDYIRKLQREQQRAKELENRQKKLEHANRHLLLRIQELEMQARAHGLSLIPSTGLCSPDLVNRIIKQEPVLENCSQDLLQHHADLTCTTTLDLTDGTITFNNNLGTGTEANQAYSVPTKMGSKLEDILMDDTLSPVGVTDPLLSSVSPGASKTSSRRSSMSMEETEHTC
# Starred values were filed as active, the others as inactive.
SMILES,TEAD-YAP block,GPR151 ag,FBW7 activator,MITF inh
O=c1oc2ccc(Cl)cc2cc1-c1csc(Nc2cc(C(F)(F)F)ccc2Cl)n1,-3.6,0.4,-0.1,-8.0
CCOc1ccccc1/C=N/NC(=O)Cc1n[nH]c(=O)[nH]c1=O,2.7,0.8,0.1,13.9
CC(=O)C1=C(O)C(=O)NC1c1cccc([N+](=O)[O-])c1 (stereo unspecified),5.5,3.6,0.1,3.5
CC(C)c1ccc(C2SCC(=O)N2c2ccc(O)cc2)cc1 (stereo unspecified),4.3,2.6,-0.2,-8.0
Clc1ccc(-c2ncnn2-c2ccc(Br)nc2)cc1,-6.0,0.3,0.2,1.4
C=CCSc1nnc(Cn2c(=O)sc3ccccc32)n1-c1ccccc1,8.2,0.7,-0.2,-1.5
O=C(Cn1c(C(=O)NC2CC2)cc2sccc21)c1ccccc1,10.8,1.1,0.0,10.4
CC(C)c1ccc(S(=O)(=O)N2CCN(CC(=O)Nc3ccccc3C(F)(F)F)CC2)cc1,-8.6,1.0,0.1,-6.1
Nc1ccc(S(=O)(=O)Nc2nccc(/C=C\c3cccs3)n2)cc1,-6.4,1.1,0.0,7.6
CCC1CN(C(=O)c2cc(C)oc2C)Cc2ccc(Cl)cc2O1 (stereo unspecified),-12.8,-1.6,0.0,-3.8
COc1cc(N)c(Cl)cc1C(=O)OCC(N)=O,-13.1,-0.3,0.5,14.2
CCCc1[nH]nc2c1C(c1ccnc3ccccc13)C(C#N)=C(N)O2 (stereo unspecified),12.0,0.3,0.6,16.2
COc1cccc(NC(=O)C2C3CC/C=C\CC/C=C/CCC32)c1 (stereo unspecified),3.6,-1.7,0.0,14.7
COc1ccc(NCC(=O)N/N=C/C(C)c2ccccc2)cc1 (stereo unspecified),16.8,0.7,0.3,11.4
Cc1cccc(OCCN2CCNC2=S)c1,3.1,-0.3,0.1,7.6
CCCOc1ccc(C(=O)Nc2ccc3oc(-c4cc(Br)ccc4Cl)nc3c2)cc1,4.1,0.5,0.1,18.9
COc1ccc(CCN2C(=O)CC(C(=O)Nc3cccc(Cl)c3)SC2=Nc2ccc(Cl)cc2)cc1OC (stereo unspecified),-3.0,2.6,-0.2,-20.6
CCCNC(=O)c1oc(=O)c2ccccc2c1-c1ccccc1,-2.5,-1.1,-0.1,-5.8
CC(C)Sc1nc2ccccc2c(=O)[nH]1,4.5,1.7,-0.1,-4.6
COc1ccccc1CN1CCNC(=O)C1CC(=O)NC1Cc2ccccc2C1 (stereo unspecified),13.9,-0.5,-0.1,5.8
Cc1cc(NC(=O)c2cc3nc(C4CC4)cc(C(F)(F)F)n3n2)no1,7.5,-0.6,1.0,2.5
COC(=O)c1ccc(C2C=C(c3ccc(C)c(C)c3)Nc3ncnn32)cc1 (stereo unspecified),-31.8,1.7,0.0,5.8
COc1ccc(N(CC(=O)Nc2cc(C)ccc2OC)S(C)(=O)=O)c(OC)c1,8.7,-1.4,-0.1,6.4
COc1cc(Nc2nc(Nc3cnccn3)nc3c2ncn3C(C)C)cc(OC)c1OC,47.5*,2.0,-0.1,5.2
Nc1nc(SCC(=O)NCc2ccccc2)[nH]c(=O)c1NC(=O)c1ccco1,6.3,-1.3,0.2,-1.0
OCCC1CN(Cc2cnc(N3CCOCC3)s2)CCN1C1CCCCC1 (stereo unspecified),8.8,-1.2,0.0,1.2
COCCNC(=O)CN(C(=O)CCC(=O)Nc1nccs1)c1ccc(C(C)C)cc1,-5.9,-0.6,0.1,5.7
O=c1ccc2cc(S(=O)(=O)NCCN3CCN(c4cccc(Cl)c4)CC3)ccc2[nH]1,-1.5,-0.1,-0.1,-7.7
O=C(Nc1ccccn1)c1sc2cc([N+](=O)[O-])ccc2c1Cl,-21.6,0.9,0.0,-10.7
Cc1cc(C)cc(NC(=O)CSc2nnc(C3CC3)n2CC2CCCO2)c1 (stereo unspecified),14.2,1.3,0.3,19.2
NC(=O)C1CCN(S(=O)(=O)c2c(F)cc(F)cc2Br)CC1,9.7,0.3,0.1,-2.3
Cc1cc(C)cc(-n2nnc(-c3nc(-c4cccnc4)no3)c2N)c1,-8.1,0.0,0.1,2.1
Cc1cn[nH]c1C1CCCN(Cc2cn(C)nc2C)C1 (stereo unspecified),12.7,-0.6,0.1,2.1
CCOC(=O)C1(Cc2cccc(Cl)c2)CCCN(C(=O)Cc2cnc3ncnn3c2)C1 (stereo unspecified),-34.5,0.6,-0.1,-1.8
CCCS(=O)(=O)N1CCC(n2nccc2NC(=O)CCCc2ccccc2)CC1,0.0,1.4,0.0,5.9
Cc1cccc(NC(=O)N(C2=NCCC2)c2cc(C)cc(C)c2)c1,-6.3,1.8,0.0,1.9
CCOc1cccc2cc(-c3nnc(Nc4ccc(CC)cc4)s3)c(=O)oc12,6.9,0.2,0.1,7.3
Cc1ccc(NC(=O)Cn2nnc(-c3ccc(NC(=O)C4CC4)cc3)n2)cc1F,-2.5,-0.3,-0.2,-10.7
COc1ccc(CCNC(=O)CCCCCn2c(SCC(=O)NCc3ccc(C)cc3)nc3cc4c(cc3c2=O)OCO4)cc1OC,-17.0,1.2,0.0,-0.5
Cc1nccn1CCC(N)=O,6.2,-0.2,0.1,20.6
COc1ccc(S(=O)(=O)NC(C(C)C)C(C)C)cc1Cl,5.0,0.2,0.8,4.3
Cc1nc2ccc(Br)cc2c2c1CC(C)O2 (stereo unspecified),5.8,0.1,0.2,14.7
CC(=O)c1cccc(-c2ccc(NCCN3CCOCC3)nc2)c1,2.6,-0.7,-0.7,-2.6
O=C(CSc1nc2ccccc2s1)Nc1ccccc1Br,1.6,0.8,0.2,10.1
CN=C(Nc1ccccc1OC)SC1CC(=O)N(c2ccccc2F)C1=O (stereo unspecified),3.7,1.0,0.1,15.3
Brc1ccccc1Nc1nc(-c2ccccn2)cs1,17.1,-1.7,-0.6,2.7
Cc1nc2sc(C(=O)Nc3ccc4c(c3)OCCO4)c(C)c2c(=O)[nH]1,-17.0,1.1,0.0,2.5
COc1ccc(-c2cc(C(F)(F)F)n3nc(C(=O)Nc4ccc(C(=O)N5CCCCC5)cc4)cc3n2)cc1,10.5,2.0,0.1,12.8
CC1=C(C(=O)OC(C)(C)C)C(c2ccccc2F)NC(=S)N1 (stereo unspecified),6.8,-0.4,0.0,12.2
O=C(O)COc1ccc(/C=C2\C(=O)NC(=O)N(c3cccc(Br)c3)C2=O)cc1,5.2,0.0,-0.1,-3.1
COc1ccc(/C=C2/N=C(c3ccc(C)c([N+](=O)[O-])c3)OC2=O)cc1OC,9.9,-0.1,0.3,10.7
Cc1[nH]c2ccccc2c1C(=O)COC(=O)Cn1cnc2ccccc21,-2.6,0.3,-0.1,-2.9
CN(C)C(=O)COC(=O)c1c2ccccc2cc2ccccc12,-9.1,-0.2,0.0,-16.5
O=C(On1c(-c2ccccc2F)nc2ccccc2c1=O)c1ccc(F)cc1,1.5,-0.3,-0.1,7.2
Cc1cc(N2CC=C[C@H]2C(=O)NC2CCCCC2)n2ncnc2n1,-2.3,-0.3,-0.1,7.6
COc1cccc(C2CC(c3ccccc3Cl)Nc3nc(N)nn32)c1 (stereo unspecified),-11.4,0.2,0.0,-8.9
CCCCCCSc1nnc2c(n1)OC(C)(C)Nc1ccccc1-2,-0.4,-0.4,0.1,-0.2
COCCn1c(SCC(N)=O)nc2c(c1=O)SC(C)C2 (stereo unspecified),3.4,-0.1,0.2,3.0
Cc1cc(Nc2ccc(Br)c(C)c2)n2nc(C)nc2n1,-6.6,0.5,-0.2,-0.7
COc1cccc(/C(C)=N/Nc2ccccc2)c1,-60.6,-1.7,-0.2,-12.7

# Some of the entries above, set out differently.
# Order of results: TEAD-YAP block, GPR151 ag, FBW7 activator, MITF inh
> COc1cccc(NC(=O)C2C3CC/C=C\CC/C=C/CCC32)c1 (stereo unspecified)
→ 3.6, -1.7, 0.0, 14.7
> COc1ccc(NCC(=O)N/N=C/C(C)c2ccccc2)cc1 (stereo unspecified)
→ 16.8, 0.7, 0.3, 11.4

# Further records follow.
SMILES,TEAD-YAP block,GPR151 ag,FBW7 activator,MITF inh
COc1ccc(C(=O)Nn2c(SCC(=O)c3ccccc3)nc3ccccc3c2=O)cc1,69.9*,0.4,-0.1,-12.1
Cc1ccc(N=C2S/C(=C\c3ccc(O)cc3)C(=O)N2c2ccc(C)cc2)cc1,-3.4,0.0,0.1,-16.0
O=C(NCCc1ccccc1Cl)c1cc(Sc2ccc(F)cc2)nc2ccccc12,-11.9,-0.9,-0.2,-3.6
CCCNC(=O)CCc1nc2cccnc2n1CCC,0.5,-0.3,0.4,-0.6
CCC(CO)NCc1ccc(OC)cc1 (stereo unspecified),2.5,-0.6,0.0,10.4
CCCc1noc(CN(C)Cc2cnn(-c3ccccc3C)c2)n1,-3.4,0.0,0.1,-13.7
O=C(COc1ccc(Cl)cc1Cl)Nc1cccc([N+](=O)[O-])c1,-82.7,-1.1,-0.2,8.2
CC(=O)Nc1ccc(OCC(O)CN2CCN(c3cc(Cl)ccc3C)CC2)cc1 (stereo unspecified),6.4,-0.2,-0.1,1.9
Cc1ccc(NC(=O)CCCn2c3ccccc3c(=O)c3cc(C)ccc32)cc1,10.5,-0.5,0.5,-8.0
Cc1noc(C)c1CN1C(=O)C(F)(F)Oc2ccc([N+](=O)[O-])cc21,1.6,0.6,-0.1,7.8
O=C(c1ccc[n+]([O-])c1)N1Cc2ccccc2OC(c2ccccc2)C1 (stereo unspecified),-4.4,-0.4,0.0,-2.2
O=c1c2ccccc2nc(SCc2cccc(F)c2)n1CCc1ccccc1,0.7,0.8,0.2,3.6
OC(c1cccnc1)c1ccc2c(c1)CN(Cc1cccn1-c1ncccn1)CCO2 (stereo unspecified),-2.3,-0.9,0.4,13.8
O=C(N/N=C\c1ccc(F)cc1)C(c1ccccc1)N1CCCCC1 (stereo unspecified),0.1,-1.0,0.5,24.1
COc1ccc(C2(C(=O)NCc3ccc(C)c(Cl)c3)CCOCC2)cc1OC,-9.2,-0.7,-0.3,-7.0
Cc1ccc(/C=C2/C(=N)N3C(=NC2=O)SN=C3S(=O)(=O)C(C)C)cc1,1.1,1.0,0.1,6.3
O=C(/C=C/c1cccc([N+](=O)[O-])c1)Nc1ccccc1N1CCOCC1,14.1,-1.5,-0.3,3.2
Cc1cc(C)cc(OCCNC(=O)c2ccccc2Br)c1,-11.1,-0.4,-0.3,10.3
COc1cc(CNc2ccnc3c(-c4ccc(F)cc4)cnn23)cc(OC)c1OC,8.5,1.0,0.4,15.0
O=C(Nc1ccc(O)cc1)c1oc(=O)c2ccccc2c1-c1ccccc1,-4.6,-0.6,-0.3,-4.9
CCOc1cc(C)c(C)cc1S(=O)(=O)n1ccnc1C,-2.9,-0.4,0.1,-2.8
CCn1cc(CNC2CCN(c3ccc(C(=O)N4CCOCC4)cc3)CC2)cn1,6.7,-0.6,0.4,17.5
CC(C)NC(=O)C1CCN(C(=O)Nc2ccc(Cl)cc2)CC1,-0.1,-0.3,0.1,-0.6
CCOC(=O)c1sc(NC(=O)C(CC(C)C)N2C(=O)c3ccccc3C2=O)c(C(=O)OCC)c1C (stereo unspecified),0.1,0.8,-0.1,-2.5
COc1cccc2c(=O)n(CC(N)=O)ccc12,-9.6,-1.5,-0.2,-0.9
CCOC(=O)CSc1nnc(-c2cccc(C)c2[N+](=O)[O-])n1-c1ccccc1,0.4,1.1,0.0,9.8
CC(C)CCOP(=O)(c1ccc(N(C)C)cc1)C(O)c1ccccc1F (stereo unspecified),0.5,1.3,-0.1,-3.6
Cn1ccnc1Sc1nc2c(c(=O)n(C)c(=O)n2C)n1Cc1ccc(F)cc1,7.2,-0.7,0.1,11.4
CCN1CCN(C2CCN(c3nncc(-c4ccc(OC)cc4)n3)CC2)CC1,-6.2,0.1,0.1,-0.2
CS(=O)(=O)N(CC(=O)Nc1ccc(Cl)c(C(F)(F)F)c1)C1CCCCC1,6.0,-0.6,-0.1,-2.5
Cc1ccc2c(c1)-c1onc(C(=O)NC3CCCCC3)c1CO2,-7.7,0.4,0.0,-10.0
CCCCNc1nc(NCCOC23CC4CC(CC(C4)C2)C3)nc(OCC(F)(F)F)n1,-1.4,1.9,0.3,-2.9
CCCCC(CC)CNC(=O)c1ccc(CNc2nc(=S)[nH]c3ccccc23)cc1 (stereo unspecified),9.5,-1.7,0.5,8.1
CC(C)C(C)NC(=O)COC(=O)c1ccc2ccccc2c1 (stereo unspecified),-4.5,2.0,0.5,7.8
CC(C)N1C(=O)/C(=C\c2ccc(N(C)C)cc2)SC1=Nc1ccccc1,-0.1,0.5,0.1,5.3
CCCCC(CCC(=O)Nc1ccccn1)C(=O)O (stereo unspecified),1.5,1.8,-0.1,1.7
O=C(Nc1c(C(=O)N2CCC(Cc3ccccc3)CC2)cnn1-c1ccccc1)c1ccco1,-7.5,-1.2,0.0,-3.8
Nc1cccc2c1C(=O)N(C(=O)c1cc([N+](=O)[O-])ccc1Cl)C2=O,-2.9,-1.7,-0.1,-16.4
COc1ccc(CCNC(=O)c2cccc(-c3ccccc3)n2)cc1,16.5,-0.2,0.0,5.1
COc1ccc(-c2nnc(/N=C/c3c(C)[nH]n(-c4ccccc4)c3=O)s2)cc1,-5.1,0.2,-0.5,11.9

# Profiles as entered above. Order of screens: TEAD-YAP block, GPR151 ag, FBW7 activator, MITF inh
# `COc1ccc(CCNC(=O)c2cccc(-c3ccccc3)n2)cc1` is listed as 16.5, -0.2, 0.0, 5.1
# `CC(C)C(C)NC(=O)COC(=O)c1ccc2ccccc2c1` (stereo unspecified) is listed as -4.5, 2.0, 0.5, 7.8
# `CCCCNc1nc(NCCOC23CC4CC(CC(C4)C2)C3)nc(OCC(F)(F)F)n1` is listed as -1.4, 1.9, 0.3, -2.9
# `COc1ccc(-c2nnc(/N=C/c3c(C)[nH]n(-c4ccccc4)c3=O)s2)cc1` is listed as -5.1, 0.2, -0.5, 11.9
# `Nc1cccc2c1C(=O)N(C(=O)c1cc([N+](=O)[O-])ccc1Cl)C2=O` is listed as -2.9, -1.7, -0.1, -16.4
